Compound activity (PubChem)
Vif inh: HIV Vif self-association inhibitors, primary screen, imaging, HEK293T, single point; AID 602346, 2012; inhibition, % at 7.49 µM; HEK293T cells, Vif self-association by quenched fluorescence, 24 h; 0.35% of 340,000 active; in the data active means inhibition above about 50%, passing the limit was not always enough; further: some results filed as inactive read as strong as hits
hiPSC survival: enhancers of single-cell hiPSC survival, primary screen, ATPlite luminescence. 100% = ROCK inhibitor wells, 0% = DMSO. survival enhancement, % at 20 µM. 0.044% of 360,000 active; in the data active means survival enhancement above about 18%;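 further: cells exposed to compounds for 16 hours before the ATP read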
ABCB6 inh MLPCN: ABCB6 transporter inhibitors, primary screen, K562-ABCB6 cells, flow cytometry, MLPCN library. ATP-binding cassette sub-family B member 6 (Homo sapiens), Q9NP58. K562-ABCB6 porphyrin accumulation, 1 h; hits give low values. fluorescence ratio to DMSO, % at 10 µM. 0.19% of 360,000 active. AID 602162, 2011;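 active means fluorescence ratio to DMSO below 75%, the collection mean minus 3 SD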;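 further: signal is porphyrin accumulated inside mitochondria; 100% equals median channel fluorescence of DMSO control wells; lower ratio means ABCB6 inhibition with less porphyrin fluorescence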
H9c2 protect: cardioprotection against H2O2-induced cell death, primary screen, uHTS, H9c2 cells, ATPLite luminescence | H9c2 cardiomyocytes, H2O2 injury protection, 2 h | 0.63% of 360,000 active | protection from H2O2 cell death, % at 20 µM;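 active means compounds giving at least 50% protection of heart cells from peroxide-induced death in the single-dose screen, raw or plate-pattern-corrected value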;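 further: 0% = DMSO wells with peroxide and 100% = DMSO wells without peroxide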
Exocytosis inh: LAMP-1 surface exposure blockers, TALL-104 cells – cell-based, flow cytometry, MLPCN library, primary screen | TALL-104 LAMP-1 surface exposure; cells stimulated with thapsigargin and PMA | inhibition, % at 10 µM | 0.66% of 360,000 active;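 active means inhibition above about 55%, limit read from the data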
aDG glyco up: activators of alpha-DG glycosylation, primary screen, uHTS, Pro5-aDG cells, AlphaScreen; alpha-DG glycosylation AlphaScreen (IIH6); 0% Pro5, 100% B10-LARGE cell signal; 0.22% of 360,000 active; AID 624168, 2012; activation, % at 10 µM;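 active means activation of at least 8% versus controls, or a plate z-score of at least 8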;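 further: Pro5 are CHO cells carrying HIG-tagged alpha-DG that lacks glycosylation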
m5-HT2A agonist: mouse Htr2a agonists via beta-arrestin recruitment, primary screen, cell-based, luminescence; CHO-K1 mHTR2A beta-arrestin complementation; percent of 30 µM serotonin response; activation, % at 7.6 µM; 0.66% of 360,000 active; AID 624169, 2012;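 active means activation above a run cutoff, the mean activation of all tested compounds plus 3 SD, cut at about 14% in these data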;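 further: 0% = plate median of compound wells and 100% = 30 µM serotonin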
Target sequence (P35363 whole entry, looked up): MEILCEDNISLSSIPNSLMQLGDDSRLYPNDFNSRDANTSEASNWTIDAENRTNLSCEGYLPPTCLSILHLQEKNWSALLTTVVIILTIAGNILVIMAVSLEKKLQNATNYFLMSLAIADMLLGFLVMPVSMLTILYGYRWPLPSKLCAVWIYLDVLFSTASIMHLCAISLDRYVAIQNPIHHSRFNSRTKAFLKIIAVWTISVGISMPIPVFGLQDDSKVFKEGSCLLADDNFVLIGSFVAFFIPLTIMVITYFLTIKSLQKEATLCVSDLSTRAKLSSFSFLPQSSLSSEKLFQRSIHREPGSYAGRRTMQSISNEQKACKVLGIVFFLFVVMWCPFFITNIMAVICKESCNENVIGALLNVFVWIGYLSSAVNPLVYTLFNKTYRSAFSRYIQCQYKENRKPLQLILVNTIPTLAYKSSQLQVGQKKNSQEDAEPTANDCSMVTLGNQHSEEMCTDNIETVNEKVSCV
Glyco luc inh: increase of ERlucT glycosylation luciferase signal, primary screen, N-linked glycosylation inhibitor project, D54 ERlucT cells, luminescence, set 2 | D54 ERlucT glycosylation luciferase reporter, 24 h; percent of 100 nM tunicamycin response | reporter increase, % at 12.5 µM | 0.23% of 360,000 active | AID 588692, 2011;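 active means mean luciferase reporter signal, scaled so untreated is 0 and the glycosylation-blocking control 100, at or above a set limit in every replicate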;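 further: luciferase carries N-glycosylation sites so blocking glycosylation raises the light; 0% = median of neutral control wells and 100% = median of 100 nM tunicamycin wells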
PDI turbidity: inhibitors of human PDI, primary screen, biochemical, turbidity, single point, plate reader | inhibition, % at 10 µM | PDI insulin aggregation turbidity, A650, 90 min | Protein disulfide-isomerase (Homo sapiens), P07237 | 0.052% of 350,000 active | AID 588391, 2011;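 active means mean inhibition across replicates of 30% or more, whatever share of single replicates reach that level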;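 further: absorbance from insulin aggregation driven by PDI reduction with DTT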
Target sequence (P07237 whole entry, looked up): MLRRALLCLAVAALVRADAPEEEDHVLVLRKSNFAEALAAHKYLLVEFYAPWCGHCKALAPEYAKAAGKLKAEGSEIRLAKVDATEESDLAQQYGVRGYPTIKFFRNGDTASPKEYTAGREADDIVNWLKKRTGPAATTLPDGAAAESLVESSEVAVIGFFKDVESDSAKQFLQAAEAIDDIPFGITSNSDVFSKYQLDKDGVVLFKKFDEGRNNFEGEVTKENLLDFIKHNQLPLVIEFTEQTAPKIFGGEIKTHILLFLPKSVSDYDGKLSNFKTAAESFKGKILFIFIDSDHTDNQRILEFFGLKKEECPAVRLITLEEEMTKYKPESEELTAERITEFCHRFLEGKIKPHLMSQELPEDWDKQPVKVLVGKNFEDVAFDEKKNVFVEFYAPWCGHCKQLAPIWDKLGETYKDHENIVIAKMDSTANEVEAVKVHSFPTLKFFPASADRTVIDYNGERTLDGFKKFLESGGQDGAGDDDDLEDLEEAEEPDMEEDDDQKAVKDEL
CaV13 ICDI inh: Primary screen for inhibitors of IQ motif and Ca2+-dependent inactivation inhibitor domain binding in CACNA1D, Förster resonance energy transfer in living cells, …; HEK cells, CFP/YFP FRET ICDI-IQ, plate reader, 10 min; percent FRET-ratio fall versus neutral wells; inhibition, % at 12.3 µM; 0.098% of 340,000 active; AID 743397;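 active means mean replicate inhibition of at least 30% and at least 1% of replicates passing that level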;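 further: 0% = median of the neutral control wells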
The depositor's hits bear a star; / = not tested or not shown. Compounds were not picked by outcome. About 3.1% of those tested had a hit in this group.

SMILES	Vif inh	hiPSC survival	ABCB6 inh MLPCN	H9c2 protect	Exocytosis inh	aDG glyco up	m5-HT2A agonist	Glyco luc inh	PDI turbidity	CaV13 ICDI inh
COC(=O)[C@]12CCCCC=C1N(Cc1ccc(Cl)cc1Cl)C(=O)[C@H](CC(=O)NCCC(C)C)C2	/	0.6	100	/	-4	-0.1	2	/	/	-5
O=C1C(Cl)=C(N2CCN(Cc3ccccc3)CC2)C(=O)N1c1ccccc1	6	-1.0	112	-6	1	0.0	3	2	1	-7
COc1ccc(C(=O)NCCS(=O)(=O)NCC2CCCO2)cc1 (centres undefined)	10	0.2	96	10	4	-0.2	4	1	2	-6
O=C(NCCCN1CCOCC1)c1cc(S(=O)(=O)N2CCOCC2)ccc1Cl	22	1.9	97	5	19	-0.2	3	1	2	-16
CC1(C(=O)O)CCC(C(=O)N2CCCCC2)C1(C)C (centres undefined)	-3	0.0	93	-2	0	0.0	-3	0	-4	/
COc1ccc(OC)c(S(=O)(=O)N2CCCC(N3CCN(c4ccccc4)CC3)C2)c1 (centres undefined)	-5	-0.2	95	-1	0	0.4	-8	-1	-3	-3
Cc1[nH]c2ccc(C(C)C)cc2c1CC(=O)O	/	0.5	101	-6	1	0.2	0	-2	0	-5
CC(=O)Nc1ccc(C(=O)COC(=O)C2CCCCC2)c(F)c1	-3	-3.6	101	-10	-1	0.1	-4	1	4	-5
Cc1cccc(Nc2ncc3c(n2)CC(c2ccco2)CC3=O)c1 (centres undefined)	-6	0.8	99	-2	-1	-0.2	-3	0	0	-3
Cc1ccc(S(=O)(=O)NCC(=O)OCC(=O)NCc2ccco2)cc1	-1	0.8	97	-2	-6	0.2	1	2	-8	-10
CNC[C@@H]1OCc2ccccc2-c2c(n(C)c3ccccc23)C(=O)N([C@H](C)CO)C[C@H]1C	-7	-0.8	96	0	22	0.0	-4	-3	7	-6
COC(=O)c1cc(S(=O)(=O)NCC2CCN(Cc3cc(C)ccc3C)CC2)cn1C	-13	-0.2	102	6	-1	0.2	1	-1	-3	-2
O=C(O)CN1CCN(Cc2ccccc2F)C1=O	-3	-0.2	96	-5	-1	0.1	0	0	-3	-4
CN1CCN(S(=O)(=O)c2cccc(C(=O)NCCC3=CCCCC3)c2)CC1	0	-0.2	101	-2	5	0.3	-2	-2	-1	-7
c1ccc(-c2cc3ncccc3cn2)cc1	-17	0.6	100	-4	1	0.4	5	3	-16	-11
CC(=O)Nc1ccc(NC(=O)COC(=O)Cc2c[nH]c3ccccc23)cc1	2	-1.0	106	1	-1	0.1	-1	0	26	-5
Cc1ccc(O)c(NC(=O)c2onc(C)c2Cl)c1	2	-0.3	97	9	-4	-0.1	-3	5	3	-2
COc1ccccc1N1C(=O)C=C(Sc2nc(C)cc(C)n2)C1=O	3	-0.1	96	-17	32	0.1	-2	-1	8	-3
CCOC(=O)C1CCN(C(=O)CN(C)S(=O)(=O)c2cc(C)ccc2OC)CC1	-7	-0.6	99	3	1	0.8	3	1	0	-8
CCCCCCn1c(CN2CCN(CCO)CC2)nc2c1c(=O)n(C)c(=O)n2C	-1	-0.5	96	15	2	-0.1	-1	2	/	-8

Compounds above with a Cl atom, in the order listed:
SMILES	Vif inh	hiPSC survival	ABCB6 inh MLPCN	H9c2 protect	Exocytosis inh	aDG glyco up	m5-HT2A agonist	Glyco luc inh	PDI turbidity	CaV13 ICDI inh
COC(=O)[C@]12CCCCC=C1N(Cc1ccc(Cl)cc1Cl)C(=O)[C@H](CC(=O)NCCC(C)C)C2	/	0.6	100	/	-4	-0.1	2	/	/	-5
O=C1C(Cl)=C(N2CCN(Cc3ccccc3)CC2)C(=O)N1c1ccccc1	6	-1.0	112	-6	1	0.0	3	2	1	-7
O=C(NCCCN1CCOCC1)c1cc(S(=O)(=O)N2CCOCC2)ccc1Cl	22	1.9	97	5	19	-0.2	3	1	2	-16
Cc1ccc(O)c(NC(=O)c2onc(C)c2Cl)c1	2	-0.3	97	9	-4	-0.1	-3	5	3	-2

Individual results from above:
Value of CC(=O)Nc1ccc(NC(=O)COC(=O)Cc2c[nH]c3ccccc23)cc1 in H9c2 protect: 1
Value of Cc1[nH]c2ccc(C(C)C)cc2c1CC(=O)O in PDI turbidity: 0
Value of CC(=O)Nc1ccc(C(=O)COC(=O)C2CCCCC2)c(F)c1 in m5-HT2A agonist: -4
Value of COC(=O)c1cc(S(=O)(=O)NCC2CCN(Cc3cc(C)ccc3C)CC2)cn1C in ABCB6 inh MLPCN: 102
Value of Cc1cccc(Nc2ncc3c(n2)CC(c2ccco2)CC3=O)c1 (centres undefined) in PDI turbidity: 0
Value of COc1ccccc1N1C(=O)C=C(Sc2nc(C)cc(C)n2)C1=O in Vif inh: 3
Value of CNC[C@@H]1OCc2ccccc2-c2c(n(C)c3ccccc23)C(=O)N([C@H](C)CO)C[C@H]1C in Glyco luc inh: -3

The list goes on:
SMILES	Vif inh	hiPSC survival	ABCB6 inh MLPCN	H9c2 protect	Exocytosis inh	aDG glyco up	m5-HT2A agonist	Glyco luc inh	PDI turbidity	CaV13 ICDI inh
CN=C1CC(SC)=C1c1ccc(C)cc1	/	-1.6	96	-8	-2	0.1	-6	3	5	/
COc1cccc(O)c1CN1CCC(C(=O)Nc2ccc(-c3cccc(C)c3)cc2)CC1	-3	0.3	95	-19	66*	-0.4	-10	-5	-7	-1
Cc1ccc(N(CC(=O)NCc2cccnc2)S(C)(=O)=O)cc1C	1	0.4	98	0	-1	0.1	-1	1	5	-4
O=C(CC1C(=O)NCCN1Cc1cccc(Oc2ccccc2)c1)NCCc1cscn1 (centres undefined)	6	3.4	95	1	-3	0.0	-1	-2	-2	-19
Cc1cccc(C)c1OCc1cc(C(=O)N(Cc2nccn2C)C(C)C)no1	-7	-0.6	97	1	14	0.1	0	3	8	-4
COc1ccc(CCC(=O)NC2CCCCC2)cc1	-2	-0.4	99	2	0	-0.1	4	0	6	-10
CCCc1nc2oc(C(=O)c3ccccc3)c(N)c2c2c1COC(C)(C)C2	-1	8.2	97	-8	0	-0.1	5	2	7	/
CCOC(=O)[C@]12CCCC=C1N(Cc1cccc3ccccc13)C(=O)[C@H](CC(=O)NCCCN1CCCC1=O)C2	/	-0.9	97	/	-4	0.1	5	/	/	-3
COc1cc(CC(=O)OCC(=O)Nc2ccc3c(c2)OCCO3)cc(OC)c1OC	-1	-1.4	97	-6	-1	0.1	-6	0	6	8
Cc1cc(Cl)ccc1Oc1ncnc2oc(-c3ccccc3)cc12	7	7.2	93	-20	0	-0.1	1	1	-20	0
O=C(OCc1nc2ccccc2s1)C1CCN(S(=O)(=O)c2cccs2)CC1	/	0.0	86	3	-1	0.7	-4	-2	-9	-6
Cc1ccc(C(=O)/C=C2\NCCNC2=O)cc1	-4	-3.4	108	-7	0	-0.2	4	-10	4	-3
Cc1ccc(NC(=O)COC(=O)CN2CCSC2=O)cc1F	/	-1.6	99	0	8	-0.2	-3	3	-7	-12
COCCNC(=O)/C(C#N)=C/c1c(N2CCN(c3ccccc3)CC2)nc2c(C)cccn2c1=O	-5	-0.6	99	11	-1	-0.2	-2	0	-2	-3
O=C(CSc1nnc(-c2cccnc2)n1-c1ccccc1)Nc1ccccc1	-1	-0.6	87	-1	-4	-0.1	-3	1	13	-7
Cc1ccc(-c2nc(S(=O)(=O)c3ccccc3)c(SCC(=O)NCC3CCCO3)o2)cc1 (centres undefined)	-12	0.1	172	-2	16	-0.1	-5	-4	4	-3
CCc1cc2c(=O)n(Cc3ccco3)c(SCC(=O)NCC3CCCO3)nc2s1 (centres undefined)	-3	0.7	96	-6	-5	0.4	-6	5	16	-19
Cn1cc(/C=N/n2cnc3scc(-c4ccc(Cl)cc4)c3c2=O)c2ccccc21	54*	1.1	95	1	0	-0.1	-8	23	-2	-4
Cc1noc(C)c1C(=O)Nc1nc(-c2ccc([N+](=O)[O-])cc2)cs1	-3	-0.5	91	-9	8	0.0	-8	-7	3	/
Cc1ccc(C)c(N(C)C(=O)CCS(=O)(=O)c2cccc3nonc23)c1	6	-0.4	98	1	-1	-0.1	2	3	-8	-7
CC(C)(C)c1cc(C(=O)NN)n(Cc2ccc(F)cc2)n1	-2	-0.5	97	7	12	0.0	-8	0	8	7
Cc1coc2c(C)c3oc(=O)c(CC(=O)N[C@@H](CC(C)C)C(=O)O)c(C)c3cc12	0	-0.1	99	12	-6	0.1	2	0	5	-18
CC(C)SCCCOc1ccc(C(C)(C)C)cc1	-2	3.8	100	-2	-1	-0.1	-6	4	-2	-6
COc1ccccc1OCCNC(=O)CN1C(=O)NC2(CCCCC2)C1=O	0	-0.3	100	0	4	0.0	-1	0	1	-2
CC(C)(COC(=O)Nc1ccccc1)COC(=O)Nc1ccccc1	-6	1.4	96	-6	3	0.1	-4	0	-12	-15
CCC(C)(C)NC(=O)CN(Cc1cccs1)C(=O)CNS(=O)(=O)c1ccc(F)cc1	-6	1.2	775	-5	-1	-0.1	2	-1	3	-10
CSc1nn(-c2ccc(C(=O)OCC(=O)NC(=O)NC(C)C)cc2)c(=S)s1	4	1.2	95	-10	-10	0.4	-3	2	8	-19
COc1cc(C(=O)c2ccccc2)c([N+](=O)[O-])cc1OC	-3	0.0	99	0	-2	0.0	2	0	0	-4
Cc1nc2ccccn2c1/C(O)=C1\C(=O)C(=O)N(CCN(C)C)C1c1cccnc1 (centres undefined)	/	0.2	107	0	-1	-0.1	-4	0	3	/
O=C(O)Cc1sc(-c2cccnc2)nc1-c1ccc(Br)cc1	0	-0.6	103	6	2	-0.3	4	1	-1	-1
CC(C)CCNC(=O)NC(=O)CSc1nnc(-c2ccccc2Br)o1	3	10	106	-6	-6	0.0	1	4	-2	-8
C/C(=N\NC(=O)c1cc(Br)ccc1O)c1ccccn1	-1	-0.5	104	32	3	-0.2	6	-16	3	-11
S=C(NCc1ccco1)Nc1cccc(Cl)c1Cl	-1	-0.6	98	-8	4	-0.2	-4	0	6	-4
CCN(CC(=O)Nc1ccc2c(c1)OCO2)S(=O)(=O)c1ccccc1	4	-0.4	100	-8	-13	-0.2	5	0	0	-2
NNC(=O)c1cc2cc(OC(F)(F)F)ccc2[nH]1	1	-0.3	89	0	-6	-0.1	6	1	0	-6
CCOC(=O)NC(=O)CSc1ccc(S(=O)(=O)N2CCCCC2)cn1	-4	-0.4	94	2	-2	-0.2	-3	0	-6	-3
CCCc1nc([N+](=O)[O-])c(S(=O)(=O)c2ccccc2)n1CC(C)C	4	-2.5	88	-11	-8	1.6	-5	15	-2	-3
